Casp1 inh = allosteric or competitive inhibitors of human caspase-1; P29466; Caspase-1 enzyme, Ac-WEHD-AFC fluorogenic rate; Potency, µM (doses to about 57.5 µM), for the others: at the top dose activity change, negative = inhibition, most hits filed as inhibitors; 0.03% of 75,000 active; AID 900;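 further: potency means the concentration at half of the fitted maximal effect; plate controls were vehicle for no effect and no substrate for full effect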
Target sequence (P29466 120-297 limits assumed): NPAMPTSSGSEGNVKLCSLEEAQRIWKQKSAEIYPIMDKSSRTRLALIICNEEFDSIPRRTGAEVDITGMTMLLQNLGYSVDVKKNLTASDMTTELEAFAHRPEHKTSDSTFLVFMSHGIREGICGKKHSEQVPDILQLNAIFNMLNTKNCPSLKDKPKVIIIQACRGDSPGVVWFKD
Target sequence (P29466 317-404 limits assumed): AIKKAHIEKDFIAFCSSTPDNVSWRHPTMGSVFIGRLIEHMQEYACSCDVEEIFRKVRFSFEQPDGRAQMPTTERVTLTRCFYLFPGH
CRE-bla Fsk = modulators of forskolin-stimulated CRE signaling in CHO cells; CHO CRE-bla reporter (cAMP response element driving beta-lactamase), forskolin EC10, beta-lactamase ratio; Potency, µM (top dose mostly 38.2 µM), for the others: at the highest dose activity change, negative = inhibition, actives largely listed as activators; 2.5% of 71,000 active; AID 662; active means well fitted activation curve with a large enough effect in the signal ratio, with a control signal flat, not every such curve was filed as active; inconclusive means small, poorly fitted or top-dose-only effect, or effect the other way, or a change in a side signal; the % refers to the signal ratio; further: potency means the concentration at half of the fitted maximal effect; % of control where 0% means no effect
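AC50 values, positive or negative, reflect shifts in EC10 NKH 477-induced CRE-bla reporter activity in CHO cells. Incubation lasted 3 h at 37 °C before CCF4 substrate (2 h, room temperature) and ratiometric 460/530 nm reading.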
Caspase-7 inhib = blocks human caspase-7 allosterically or competitively | 0.02% of 75,000 active | P55210 | recombinant caspase-7, Ac-DEVD-AFC fluorescence rate | Potency, µM (highest dose often 57.5 µM), for inactives: at the highest dose activity change, negative = inhibition, hits mostly inhibitors; active means well fitted inhibition curve with a large enough effect in the main read-out, with a control signal flat, not every such curve was filed as active; inconclusive means small, poorly fitted or top-dose-only effect, or a change in a side signal; further: potency means the concentration at half of the fitted maximal effect; % of control where 0% means no effect
Target sequence (P55210 24-198 limits assumed): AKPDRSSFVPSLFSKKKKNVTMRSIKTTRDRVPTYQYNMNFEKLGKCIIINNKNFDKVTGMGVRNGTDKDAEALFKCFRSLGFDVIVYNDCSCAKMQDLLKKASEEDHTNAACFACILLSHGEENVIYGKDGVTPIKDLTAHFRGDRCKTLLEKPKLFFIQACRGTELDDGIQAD
Target sequence (P55210 207-303 limits assumed): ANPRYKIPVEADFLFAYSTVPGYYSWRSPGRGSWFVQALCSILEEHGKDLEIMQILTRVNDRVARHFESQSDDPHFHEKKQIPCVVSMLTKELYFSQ
ERK AVP inh = blocks ERK signaling stimulated by vasopressin; HEK293-V1b, vasopressin-stimulated pERK AlphaScreen; Potency, µM (series often up to 57.5 µM), inactives show at the highest dose activity, negative = inhibition, most hits filed as inhibitors; 0.99% of 72,000 active; AID 995; further: potency means the concentration at half of the fitted maximal effect; on the % scale 0 is the no-effect control and ±100 the full control effect; nearly all actives have a fitted effect of over 55% in size
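Overnight-seeded V1b-HEK293 cells in 1% FBS got compound, then vasopressin (25 nM final, 5 min, 37C), then lysis buffer. AlphaScreen detection of phospho-ERK; activity normalized to basal and full-stimulation controls.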
BRCT PPI red = BRCT-phosphoprotein interaction inhibition (red fluorophore); BRCT-phosphopeptide binding, red fluorescence polarization; Potency, µM (doses to about 76.9 µM), for the others: at the highest dose activity change, negative = inhibition, usual class: inhibitors; 0.03% of 75,000 active; further: on the % scale 0 is the no-effect control and ±100 the full control effect
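Fluorescence polarization: 100 nM His-tagged BRCA1 BRCT with 100 nM TAMRA-labelled phospho-BACH1 decapeptide, phosphate buffer pH 7.3 with 150 mM NaCl, DTT, 0.01% Tween 20; 12 min RT. Binding inhibition seen as FP decrease.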
FLuc inh = blocks Photinus pyralis firefly luciferase activity. P08659. purified firefly luciferase, luminescence, 8 min. Potency, µM (titrated, usually from 57.1 µM), for the others: at the top dose activity change, negative = inhibition, actives largely listed as inhibitors. 2.2% of 72,000 active. AID 411; further: potency means the concentration at half of the fitted maximal effect; on the % scale 0 is the no-effect control and ±100 the full control effect; nearly all actives have a fitted effect of over 40% in size
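Compounds were tested as concentration series (qHTS) against purified P. pyralis luciferase with luciferin and 10 uM ATP in 50 mM imidazole pH 7.2, 50 mM KCl, 7 mM MgCl2, 0.01% Tween 20, 0.05% BSA. Luminescence was read after 8 min at ambient temperature.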
HEK293 cAMP cs = parental HEK293 cAMP activation (counter-screen) | Potency, µM (doses to about 57.1 µM), inactives show top-dose activation, most hits filed as activators | parental HEK293 CNG cAMP sensor, membrane potential fluorescence | 2.5% of 73,000 active; further: potency means the concentration at half of the fitted maximal effect; % of control where 0% means no effect; nearly all actives have a fitted effect of over 55% in size
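Parental HEK 293 cells stably expressing a cAMP-gated CNG channel were loaded with membrane potential dye containing 100 uM RO 20-1724 for 60 min. Compound added for 30 min; depolarization read as fluorescence intensity at 590 nm.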
Tau fil binding = binds recombinant human tau filaments; P10636; recombinant tau filaments, thioflavin S fluorescence, 15 h; filaments grown with octadecylsulfate alongside compound; Potency, µM (highest dose often 57.1 µM), for the others: at the highest dose activity change, negative = inhibition; 2% of 71,000 active;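 further: potency means the concentration at half of the fitted maximal effect; on the % scale 0 is the no-effect control and ±100 the full control effect; actives lower thioflavin S fluorescence by blocking filaments or displacing dye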
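Thioflavine S fluorescence (ex 450, em 510 nm) reports filaments formed from 1 uM human tau plus 30 uM ODS over 15 h at 37 C (10 mM HEPES pH 7.4, 100 mM NaCl, 5 mM DTT); compounds displacing dye or blocking filaments lower signal.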
USP2a inh = inhibitors of human ubiquitin-specific protease USP2a; 0.1% of 60,000 active; Potency, µM (top dose mostly 38.3 µM), inactives show at the top dose activity change, negative = inhibition, hits mostly inhibitors; USP2a enzymatic assay, qHTS inhibition; AID 927;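 further: potency means the concentration at half of the fitted maximal effect; nearly all actives have a fitted effect of over 60% in size; plate controls were DMSO for no effect and NEM full inhibition control for full effect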
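USP2 core (20 nM final) was preincubated with compound for 30 min at RT in 20 mM Tris-HCl pH 8.0, 2 mM CaCl2, 2 mM beta-mercaptoethanol; Ub-PLA2 (20 nM) plus NBD C6-HPC (20 uM) then added, fluorescence read after 2.5 h.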
A350 fluor = A350 region autofluorescence | 11% of 59,000 active | max dye-equivalent concentration, M | Compound autofluorescence, 340/450 nm, Alexa 350 dye-equivalents; hits give high values; in the data active means max dye-equivalent concentration above about 10 nM; inconclusive means mostly about 1.1 nM to 9.6 nM
BRCT PPI green = inhibitors of human BRCA1 BRCT-phosphoprotein interaction (green fluorophore); P38398; AID 875; Potency, µM (doses to about 76.9 µM), inactives show at the top dose activity change, negative = inhibition, actives largely listed as inhibitors; BRCA1 BRCT-phosphopeptide binding, green fluorescence polarization; 0.05% of 75,000 active;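 further: potency means the concentration at half of the fitted maximal effect; plate controls were peptide without protein for full effect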
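Compounds were incubated for 12 min at room temperature with a complex of 100 nM fluorescein-tagged pBACH1 decapeptide and 250 nM His-tagged BRCT protein. Buffer was phosphate pH 7.3 with EDTA, DTT and Tween 20. Disruption of binding lowers the polarization signal.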
Starred values were filed as active, the others as inactive; i = inactive; ? = inconclusive; / = not tested or not shown; [ ] = remark or other dose. Unless noted, the call rests on the fitted dose curve; in most records, active means well fitted curve in the direction sought with a large enough effect; inconclusive means small, poorly fitted or top-dose-only effect, or another doubt; inactive means no such curve, though single readings can be large; an effect the other way counts as inactive or inconclusive. Not a hit list; 16% or so of the library scored in one or more.

SMILES	Casp1 inh	CRE-bla Fsk	Caspase-7 inhib	ERK AVP inh	BRCT PPI red	FLuc inh	HEK293 cAMP cs	Tau fil binding	USP2a inh	A350 fluor	BRCT PPI green
Cc1ccc(N(C(C)C(=O)Nc2ccccc2C(=O)N2CCOCC2)S(C)(=O)=O)cc1C (stereo unspecified)	0.6%	-6.4%	-1.5%	-17.1%	-1.8%	-0.4%	3.7%	-27.1%	4.7%	?	0.4%
CC1(C)CC(=O)C2=C(C1)OC(N)=C(C#N)C2C#Cc1ccccc1 (stereo unspecified)	-3.6%	-13.0%	-4.9%	-10.4%	-0.5%	1.3%	4.4%	3.7%	36.9%[activator]	i	0.5%
CCC1=C2CC[C@H]3C(=O)NC(=O)[C@H]3[C@H]2[C@@]2(Cc3ccccc3)C(=NCC3CC3)OC(=O)N2C1=O	-1.1%	/	-0.1%	8.2%	-1.0%	/	/	/	/	/	-1.0%
O=C1NC(=O)C(CC(=O)N(c2ccccc2)C2(C(=O)NC3CCCC3)CCCCC2)N1 (stereo unspecified)	0.1%	?	1.6%	11.4%	-0.1%	0.3%	9.2%	10.8%	18.1%	i	-0.6%
COc1ccc(N(CC(=O)Nc2cc(C)on2)S(=O)(=O)c2cc(C)ccc2C)cc1	-1.4%	-20.0%	-1.7%	-6.2%	0.0%	0.2%	26.9%	2.8%	28.9%	i	-3.2%
c1ccc(CNc2c3c(nc4ncnn24)CCCC3)nc1	1.7%	12.1%	-1.0%	-4.4%	-1.4%	-0.5%	11.7%	0.0%	-2.7%	i	0.4%
O[C@@H](c1cc(-c2ccccc2)nc2c1ccc1ccccc12)[C@@H]1CCCCN1	-0.8%[11.5 µM]	-16.9%[7.6 µM]	-2.8%[11.5 µM]	3.7%[11.5 µM]	-1.9%[15.4 µM]	1.3%[11.4 µM]	-2.1%[11.4 µM]	-10.9%[11.4 µM]	/	2.33e-08M*	-1.6%[15.4 µM]
Cc1cc(C(=O)N[C@H](c2ccccc2)[C@@]2(C)C[C@@H]2[C@@H](C)C(=O)Nc2ccc3ccccc3c2)n(C)n1	2.0%	13.8%	-0.3%	-18.4%	0.5%	/	27.5%	1.5%	/	/	-1.2%
CCC(=O)Nc1cccc(NC(=O)c2ccc3c(c2)OCCO3)c1	-2.5%	-1.2%	2.8%	-5.1%	1.4%	15.8µM*	?	-9.7%	/	i	-0.7%
O=C(NCc1cccs1)c1cc2c(s1)CS(=O)(=O)C2	1.5%	4.1%	-0.5%	-6.1%	-0.4%	-0.9%	2.4%	2.6%	10.0%	i	-0.7%
CCc1ccccc1N1CC23C=CC(O2)C(C(=O)OC)C3C1=O (stereo unspecified)	-0.6%	-3.4%	-0.5%	/	-0.3%	2.4%	4.2%	-9.0%	/	/	-0.8%
COc1ccc(-c2noc(CCN3C(=O)c4ccccc4C3=O)n2)cc1OC	-3.6%	3.16µM*	-1.6%	?	0.7%	3.3%	3.3%	-13.6%	5.2%	?	-0.6%
Cc1ccc(S(=O)(=O)N2CCC(C(=O)N[C@@H](C)C(=O)NCC3CCCO3)CC2)cc1 (stereo partly specified)	2.3%	?	0.0%	-1.6%	0.8%	2.3%	1.8%	11.0%	0.4%	i	0.0%
COc1ccc(C(=O)Nc2ccc(Cl)cc2C(=O)NCCO)cc1	-0.7%	8.0%	0.0%	-12.8%	-1.0%	0.5%	0.7%	19.9%	-0.5%	i	0.5%
CC(=O)Nc1cccc(-c2nnc(SCC(=O)N3CCCCC3)n2C)c1	-4.6%	0.8%	0.8%	5.8%	0.5%	0.9%	4.8%	-6.3%	-2.3%	4.46e-07M*	-1.1%
Fc1ccc2[nH]c3c(N4CCSCC4)ncnc3c2c1	0.5%	?	0.6%	12.6µM*	-1.6%	-3.7%	?	-13.7%	22.9%	1.26e-08M*	-2.0%
O=C(NC1CC2CCC(C1)N2Cc1nnnn1Cc1ccco1)NC12CC3CC(CC(C3)C1)C2 (stereo unspecified)	-1.3%	-1.3%	-4.8%	3.1%	-2.2%	-0.1%	15.0%	3.2%	243.7%[activator]	i	-0.8%
O=C(OCCNC(=O)c1cc2ccccc2oc1=O)c1cccnc1	1.4%	-3.0%	0.0%	21.1%	0.8%	0.7%	-3.9%	3.1%	3.8%	1.81e-08M*	2.7%
COCCNC(=O)CS(=O)Cc1nc(-c2ccccc2C)oc1C (stereo unspecified)	1.7%	-6.8%	-2.9%	-1.7%	0.5%	0.9%	-2.4%	8.4%	/	/	-0.5%
Cn1c(=O)c2c(SCC(=O)NCC3CCCO3)nc(-c3cccs3)nc2n(C)c1=O (stereo unspecified)	-0.4%	12.2%	2.5%	/	-1.4%	1.4%	14.6%	-21.9%	/	/	-4.0%
O=C(CCN1CCCCC1)c1ccc2c(c1)OCCO2	0.8%	?	-0.6%	0.4%	0.2%	0.0%	2.6%	7.1%	-12.7%	9.78e-08M*	0.6%
COC(=O)c1ccc(CSc2ccc3nnc(-c4ccccn4)n3n2)o1	-2.3%	?	1.7%	/	0.7%	0.7%	-3.1%	-13.9%	/	/	1.8%
C[C@@H]1NCC[C@H](CC(=O)O)[C@H]1CC(=O)O	2.7%[11.5 µM]	-10.8%[7.6 µM]	0.5%[11.5 µM]	-3.9%[11.5 µM]	0.7%[15.4 µM]	2.4%[11.4 µM]	1.4%[11.4 µM]	-1.0%[11.4 µM]	/	i	0.6%[15.4 µM]
NC(=NCCC[C@H](N)C(=O)O)NO	-1.2%	-0.1%	-0.2%	-8.5%	-3.0%	-0.6%	6.0%	-13.3%	1.0%	i	-1.2%
O=c1[nH]c(CN2CCN(C/C=C/c3ccccc3)CC2)nc2cc(Cl)ccc12	2.7%	-12.4%	0.1%	-8.5%	-0.1%	1.6%	-15.9%	2.8%	32.6%[activator]	i	0.2%
Cc1ccc(NC(=O)CSc2nnc(-c3ccc(S(=O)(=O)N4CCOCC4)cc3)n2C)cc1	-0.7%	10.8%	0.2%	25.4%	-1.0%	2.5%	-4.5%	55.0%	23.4%	i	0.4%
COc1ccc2nc(NC(=O)CSC3=NCCS3)sc2c1	-1.7%	?	-2.6%	-26.2%	-1.1%	-17.8%	-21.9%	0.1%	25.3%	i	0.6%
O=S(=O)(c1ccccc1)n1nc(-c2ccccc2)nc1NCc1ccco1	-3.2%	-6.8%	-0.5%	-2.3%	-1.0%	-1.3%	?	-9.1%	-21.0%	i	-3.1%
CC(=O)Nc1nc2ccccc2n1CCOc1ccccc1Cl	-0.9%	12.2%	1.1%	?	-3.1%	3.5%	28.9%	12.7%	-1.4%	i	2.0%
COc1cccc(NC(=O)N2CCN(c3cccc(C)c3)C(C)C2)c1 (stereo unspecified)	-1.2%	-7.5%	-3.6%	?	-1.9%	-11.3%	0.3%	-1.8%	3.3%	i	-0.5%
COc1ccc(F)cc1S(=O)(=O)Nc1ccc2c(c1)OCO2	-1.1%	-21.3%	-0.6%	-26.7%	0.9%	1.3%	-2.0%	-5.1%	15.6%	?	-1.8%
Fc1cccc(CSc2ncnc3c2oc2ccccc23)c1	-0.9%	?	-3.2%	19.4%	0.3%	1.0%	?	1.4%	-0.9%	i	-0.2%
COc1nc(OCCNC(=O)Nc2ccccc2)nc(N(C)C)n1	0.0%	?	1.3%	-23.4%	-2.3%	-0.3%	-0.9%	-9.7%	3.0%	i	-0.4%

Complete entries, quoted from the list:
`O=C(CCN1CCCCC1)c1ccc2c(c1)OCCO2` in the list: Casp1 inh = 0.8%; CRE-bla Fsk = ?; Caspase-7 inhib = -0.6%; ERK AVP inh = 0.4%; BRCT PPI red = 0.2%; FLuc inh = 0.0%; HEK293 cAMP cs = 2.6%; Tau fil binding = 7.1%; USP2a inh = -12.7%; A350 fluor = 9.78e-08M*; BRCT PPI green = 0.6%
`NC(=NCCC[C@H](N)C(=O)O)NO` in the list: Casp1 inh = -1.2%; CRE-bla Fsk = -0.1%; Caspase-7 inhib = -0.2%; ERK AVP inh = -8.5%; BRCT PPI red = -3.0%; FLuc inh = -0.6%; HEK293 cAMP cs = 6.0%; Tau fil binding = -13.3%; USP2a inh = 1.0%; A350 fluor = i; BRCT PPI green = -1.2%

Bioassay records (PubChem BioAssay)
